High-throughput results (PubChem BioAssay)
GLD-1 RNA inh: GLD-1-TGE RNA interaction inhibition (C. elegans) | purified GLD-1 + fluorescein TGE RNA, fluorescence polarization | inhibition, % at 5.96 µM | actives 0.44% (n = 320,000);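 active = percent inhibition above a per-plate cutoff, the plate mean of test compounds plus 3 SD, cut at about 30% in these data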;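 also: 0% = DMSO wells with GLD-1 and probe and 100% = wells lacking GLD-1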
Fam108B counter: Fam108B inhibition, counter-screen for RBBP9 inhibitors. recombinant Fam108B, FP-Rh probe fluorescence polarization. inhibition, % at 9.51 µM. actives 0.33% (n = 300,000). AID 1947;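 active = inhibition above the screen mean inhibition plus 3 SD, computed separately per campaign, cut at about 18% in these data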;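 also: inhibitors lower polarization as less probe binds the enzyme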
MCL1-BIM inh: disrupts human MCL1 binding to BIM-BH3 peptide | inhibition, % at 10.9 µM | Q07820 | GST-MCL1 / FITC-Bim-BH3 fluorescence polarization | actives 0.68% (n = 320,000) | AID 2057;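 active = inhibition above the mean inhibition of all tested compounds plus 3 SD, set per campaign, cut at about 40% in these data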;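 also: 0% = DMSO wells and 100% = unlabeled Bim-BH3 peptide control; higher means more loss of mP so more displacement of Bim peptide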
Efflux pump mplx: inhibitors of Candida antifungal efflux pumps expressed in yeast; S. cerevisiae Candida pump triplex, Nile Red efflux; inhibition, % at 10 µM; actives 0.44% (n = 330,000); AID 485275;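 active = plate passing quality check with inhibition over a set limit, or well fluorescence over plate mean plus 4 SD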;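 also: Nile Red retained in pooled yeast measured as flow cytometry median fluorescence; 0% = buffer negative control and 100% = Enniatin B positive control; higher means more Nile Red kept so more efflux inhibition; some compounds called inactive have numbers as strong as hits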
GRK2 aptamer HTS: inhibitors of human GRK2 displacing RNA aptamer. P25098. bead flow cytometry, FAM-aptamer displacement from GRK2. inhibition of aptamer binding, % at 10 µM. actives 0.59% (n = 330,000). AID 488847;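 active = inhibition of aptamer binding above 40%, roughly 3 SD of noise, on plates passing a quality check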;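 also: median bead fluorescence of bound FAM aptamer so fluorescent compounds give negative values; no value below 0 was filed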
MEX-5 binding: C. elegans MEX-5 TCR-2 RNA binding activity; Q9XUB2; actives 0.38% (n = 300,000); MEX-5/FITC-TCR2 RNA binding, fluorescence polarization; active compounds read low; activity score (negative = inhibition of binding), % at 10 µM;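 active = inhibition past about -25% in most replicates, and total fluorescence under double the plate's negative control median, limit read from the data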;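 also: 0% = DMSO and -100% = 5 µM competing unlabeled TCR2 RNA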
Target sequence (Q9XUB2 whole entry, looked up): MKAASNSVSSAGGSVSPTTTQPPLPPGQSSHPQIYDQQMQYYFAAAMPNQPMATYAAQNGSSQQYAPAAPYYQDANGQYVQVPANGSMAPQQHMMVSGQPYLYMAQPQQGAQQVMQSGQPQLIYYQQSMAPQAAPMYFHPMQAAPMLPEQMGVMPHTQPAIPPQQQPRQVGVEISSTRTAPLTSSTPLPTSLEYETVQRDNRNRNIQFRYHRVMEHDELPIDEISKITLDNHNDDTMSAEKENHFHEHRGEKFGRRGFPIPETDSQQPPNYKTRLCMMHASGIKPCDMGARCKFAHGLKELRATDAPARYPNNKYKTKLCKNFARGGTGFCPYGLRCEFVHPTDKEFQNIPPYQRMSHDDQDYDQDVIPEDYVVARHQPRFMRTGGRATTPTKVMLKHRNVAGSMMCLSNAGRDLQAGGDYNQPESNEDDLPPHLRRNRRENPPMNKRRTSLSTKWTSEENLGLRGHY
VLA-4 inh: inhibition in a human VLA-4 binding assay; P13612; VLA-4 expressing cells, ligand binding flow cytometry; inhibition, % (about 7 µM as worked out from the volumes in the protocol); actives 0.2% (n = 330,000); AID 2557; in the data active = inhibition above about 50%
PME-1 inh: PME-1 (human) inhibition; actives 0.53% (n = 320,000); inhibition, % at 5.9 µM; recombinant PME-1, FP-Rh probe fluorescence polarization; Q9Y570;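 active = inhibition above the campaign mean of all compounds plus 3 SD, cut at about 26% in these data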;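 also: competitive labeling of PME-1 active site by serine hydrolase directed probe; 0% = PME-1 with DMSO and 100% = wells lacking PME-1 enzyme; inhibitors block probe labeling so polarization falls and inhibition rises; many of its hits are not listed in these tables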
Target sequence (Q9Y570 whole entry, looked up): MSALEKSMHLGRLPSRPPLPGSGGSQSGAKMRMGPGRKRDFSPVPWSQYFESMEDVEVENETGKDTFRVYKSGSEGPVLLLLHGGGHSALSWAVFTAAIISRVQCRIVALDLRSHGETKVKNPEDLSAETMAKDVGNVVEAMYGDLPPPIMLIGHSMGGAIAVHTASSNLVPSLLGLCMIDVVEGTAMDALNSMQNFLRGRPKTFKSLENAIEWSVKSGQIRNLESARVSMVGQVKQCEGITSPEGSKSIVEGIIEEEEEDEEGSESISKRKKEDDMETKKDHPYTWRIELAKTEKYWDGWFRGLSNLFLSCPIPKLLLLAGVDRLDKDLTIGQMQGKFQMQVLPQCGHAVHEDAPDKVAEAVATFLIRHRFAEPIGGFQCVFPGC
Bcl-xL primary: inhibitors of human Bcl-xL; GST-Bcl-xL / FITC-Bim BH3 peptide fluorescence polarization; inhibition, % at 10.9 µM; actives 0.7% (n = 320,000);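 active = inhibition above the mean of all tested compounds plus 3 SD, cutoff set per campaign, cut at about 30% in these data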;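 also: 0% = DMSO wells and 100% = unlabeled Bim-BH3 peptide competitor; inhibitors lower millipolarization by displacing the labeled peptide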
Target sequence (Q07817 whole entry, looked up): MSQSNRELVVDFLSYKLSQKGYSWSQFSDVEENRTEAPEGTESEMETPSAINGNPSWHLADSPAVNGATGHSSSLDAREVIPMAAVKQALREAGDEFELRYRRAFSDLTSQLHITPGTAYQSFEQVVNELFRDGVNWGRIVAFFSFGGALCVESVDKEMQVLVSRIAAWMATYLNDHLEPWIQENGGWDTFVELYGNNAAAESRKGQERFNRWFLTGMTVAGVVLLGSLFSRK
Active calls of the source: *; x = not tested or not shown; & = joins results of further samples.

Compound	GLD-1 RNA inh	Fam108B counter	MCL1-BIM inh	Efflux pump mplx	GRK2 aptamer HTS	MEX-5 binding	VLA-4 inh	PME-1 inh	Bcl-xL primary
Cc1cc(C)n(C(=O)CCCCCCCCC(=O)n2nc(C)cc2C)n1	0.2	-0.8	0.6	0.0	1.0	-1.6	1.9	-13.0	1.5
N#CC(=C=[N-])c1nc2ccccc2nc1-[n+]1ccccc1	-2.4&3.2	3.3&10.6	-0.5&1.2	-0.1&-0.1	0.0&0.0	0.6&-2.7	1.9&-10.5	-0.1&0.3	4.0&1.8
Cc1ccc(Sc2c([N+](=O)[O-])c(=O)n(C)c3ccccc23)cc1	-8.8	5.1	21.3	0.1	0.0	0.2	8.8	-4.1	9.8
CCOC(=O)c1[nH]c(C)c(C(=O)Nc2ccc(C)c(F)c2)c1C	2.9	-2.2	4.4	-0.1	0.0	-1.1	3.2	1.7	-0.7
CC(C)Cn1c2ccccc2c2cc(C(=O)O)ccc21	3.7	3.2	8.7	-0.1	0.0	-2.0	-5.4	0.1	4.9
COc1ccccc1NC(=O)c1ccc2c(c1)N(CC(=O)NC(C)C)C(=O)C(C)(C)O2	-2.9	-1.2	2.4	0.0	0.0	-0.9	-1.3	3.0	2.4
CN(CCNC(=O)C1CCCN(c2ncnc3c2nc2n3CCCCC2)C1)Cc1ccccc1 (stereo not given)	4.0	2.1	2.4	0.8	2.0	0.9	7.2	0.2	3.0
C/C(Cn1nnc([N+](=O)[O-])n1)=N\NC(=O)c1ccccc1	2.7	-2.0	3.4	0.1	0.0	0.5	-1.2	4.5	-1.1
CC(=O)c1c(C)n(CCc2ccc(Cl)cc2)c2ccc(O)cc12	-0.6	4.4	14.0	0.0	1.0	2.3	-10.7	-2.8	6.9
CN(Cc1ccccc1)C(=O)CN(Cc1ccccc1)S(C)(=O)=O	3.2	-3.4	1.9	0.1	3.0	-1.0	6.3	-1.2	-0.8
FC(F)(F)c1nc(SCc2ccccc2)n[nH]1	4.0	1.4	-3.7	0.0	0.0	2.6	2.6	-0.8	0.0
O=C(COC(=O)/C=C/c1ccccc1)Nc1nnc(-c2ccccc2)o1	6.3	-8.1	2.1	0.0	0.0	-0.8	-1.4	1.1	2.3
COc1ccc(CN2C3CCCC2CC(NC(=O)Nc2cccc(C)c2)C3)cc1 (stereo not given)	-7.2	1.5	-6.5	0.0	0.0	-1.8	1.7	3.8	2.5
CCOc1ccc(CC(=O)NNC(=S)Nc2ccccc2)cc1Br	0.5	-1.3	4.0	0.0	0.0	1.1	10.8	2.7	11.6
Cc1ccc(S(=O)(=O)c2c(CO)c(-c3ccccc3)nn2C)cc1	-0.4	-1.8	0.1	-0.3	0.0	-2.1	-11.0	-2.0	-0.2
O=C(c1ccc(S(=O)(=O)c2ccc(Cl)cc2)cc1)N1CCOCC1	3.7	-1.1	5.3	-0.1	0.0	-0.1	18.4	-0.8	8.3
COc1ccc(-c2nc3cc(C)ccn3c2NC2CCCCC2)cc1SC1CCCCC1	-15.6	x	x	-0.1	0.0	x	-85.1	x	x
Cc1ccc(-c2c3c(=O)n(C)c(=O)n(C)c3cn2CCCN2CCOCC2)cc1	-1.2	0.7	7.4	0.0	0.0	-3.8	0.6	7.0	8.8
Cc1cc(C(=O)CSc2nncs2)c(C)n1-c1ccc2c(c1)OCO2	5.2	-1.6	-1.3	-0.1	7.0	0.7	16.7	4.9	3.9
CCC1SC(C)C/C(=N/NC(N)=O)C1C (stereo not given)	6.1	1.7	-2.8	-0.2	0.0	-0.1	4.3	1.7	8.9
O=C(O)c1c2c(nc3ccccc13)/C(=C/c1ccc(OC(F)F)cc1)CCC2	10.6	-1.6	9.5	0.2	0.0	-1.6	-2.1	-4.9	7.6
Cc1nnc(SCC(=O)NC(C)(C)C)n1NCc1ccc(N(C)C)cc1	5.7	1.7	12.2	0.1	2.0	0.1	5.3	1.3	2.4
COc1cc2ccc(=O)oc2cc1O	4.2	-0.5	0.1	-0.4	0.0	x	17.7	-5.1	-0.4
N#C/C(=C/c1ccc(F)cc1)S(=O)(=O)c1ccccc1	-6.7	-2.7	1.9	0.2	2.0	4.5	6.2	-3.2	0.9
CCOC(=O)c1c(NC(=O)Cc2cccs2)sc(C(=O)NC2CCCCC2)c1C	-1.3	-3.6	2.8	-0.1	2.0	3.0	9.8	-1.8	5.4
CNC(=O)c1nc(C)n(-c2ccc([N+](=O)[O-])cc2)n1	-0.5	3.6	0.2	0.1	1.0	3.0	1.4	-2.6	3.1
CCOC(=O)C1CCN(C(=O)c2cc3c(OC)c(OC)c(OC)cc3[nH]2)CC1	-6.7	2.8	-2.4	0.2	0.0	0.1	-3.1	4.7	3.2
O=C(CSc1ccccn1)Nc1ccccc1F	-9.8	-4.5	0.7	0.2	0.0	-0.3	1.0	-3.8	-2.1
CCO[C@@H]1OC(C(=O)NCc2ccccc2)=C[C@H](c2ccc(C(F)(F)F)cc2)[C@H]1CCCO	2.2	0.1	3.4	x	x	-2.2	x	-0.5	3.4
Nn1c(SCC(=O)NC(=O)Nc2ccc3c(c2)OCCO3)nnc1C1CC1	5.9	1.4	-6.0	0.0	1.0	2.4	3.0	2.9	3.0
O=C(NCc1ccoc1)c1ccc(NC(=O)c2ccccc2Cl)cc1	4.6	-3.2	-5.0	0.0	3.0	0.0	9.1	-9.1	-0.6
COc1cccc(NC(=O)C(=S)NC2CCCCC2)c1	10.7	4.0	5.8	0.0	0.0	2.9	-0.8	4.1	1.3
O=C(NC1CCCCC1)C(Cc1ccccc1)N1C(=O)C2C3CCC(C3)C2C1=O (stereo not given)	6.3	1.6	6.3	0.0	0.0	-0.2	10.3	-0.5	3.4
CCOC(=O)c1cnn(-c2nc(-c3ccccc3F)cs2)c1C(F)(F)F	6.4	-3.6	7.5	-0.1	0.0	0.9	15.1	-2.4	2.5
O=C(COc1ccc(S(=O)(=O)N2CCCC2)cc1)NCc1ccco1	2.4	0.3	3.3	0.1	0.0	-0.3	-4.8	5.5	7.4
COC(=O)C(C)Sc1ccc2nnc(-c3ccc(F)cc3)n2n1 (stereo not given)	2.7	0.7	1.4	0.1	0.0	0.6	5.1	-1.6	-1.2
O=C(CCN1C(=O)COc2ccccc21)N1CCN(c2ccccn2)CC1	-0.8	5.4	2.3	-0.1	0.0	-1.6	40.4	1.1	3.1
O=C(NCCCN1CCCC1=O)c1ccc2c(c1)OCO2	1.1	2.7	0.3	0.1	0.0	x	10.1	-1.1	-7.3
O=C(N/N=C/c1ccccc1[N+](=O)[O-])c1ccc(COc2ccccc2-c2ccccc2)cc1	0.8	-17.2	-6.9	-0.1	0.0	1.5	-8.8	-35.5	0.0
CC(=O)Nc1ccc(NC(=S)NC(=O)/C=C/c2ccco2)cc1	6.3	5.1	19.9	-0.2	2.0	-8.2	-3.2	-2.8	6.8
CCCCc1c(O)nc(SCC(=O)c2ccccc2)[nH]c1=O	-1.9	-3.7	15.7	0.0	1.0	-3.8	-0.8	0.1	10.0
Cc1cccc(-n2c(N)cc(=O)nc2SCC(=O)NC2CCCCC2)c1	-1.9	5.1	2.7	0.0	7.0	1.1	-12.9	-1.8	7.4
Cc1ccccc1OCc1nc2ccccc2c(=O)n1/N=C/c1ccco1	3.8	-1.6	-6.7	0.3	0.0	1.0	-5.0	-10.7	-0.8
CC(C)(C)c1cc[n+](C2=C([O-])c3ccccc3C(=O)/C2=N\S(=O)(=O)c2ccccc2)cc1	1.7	4.7	-6.0	-0.1	6.0	-2.8	9.1	11.1	1.6
CCCCNC(=O)C1CCC(=O)N1CCc1ccccc1 (stereo not given)	-2.5	1.0	-1.0	-0.1	3.0	1.1	-1.9	-1.7	5.1
COc1cc2c(cc1OC)C(COc1cccc(C(F)(F)F)c1)NCC2 (stereo not given)	-8.2	10.6	7.2	-0.2	0.0	5.0	3.1	-9.6	2.6
CCOC(=O)c1[nH]c2ccc(F)cc2c1NC(=O)CCN1CCSCC1	0.7	-3.4	-9.0	0.0	1.0	x	5.2	1.5	1.0
O=C(O)c1cccc(NS(=O)(=O)c2ccc(C3CCCCC3)cc2)c1	-4.0	-1.2	-2.5	0.0	8.0	4.2	8.0	-2.7	-0.2
O=C(N/N=C/c1c[nH]c2ccccc12)c1cccc(O)c1	1.9	1.3	-5.2	0.1	0.0	-1.0	17.2	10.4	-3.0
CC(C)CNC(=O)CN1C(=O)NC2(CCc3ccccc32)C1=O (stereo not given)	10.1	1.4	-3.4	-0.1	0.0	-2.8	39.5	0.8	1.7
O=C(CN1C(=O)NC2(CCCCCC2)C1=O)c1ccc(F)cc1	5.4	1.3	0.3	0.0	1.0	1.4	6.0	-4.7	4.3
CCOC(=O)/C(=C\c1cccnc1)C(=O)c1cc(C(C)=O)c(Nc2ccccc2)s1	-1.4	-11.3	2.9	0.2	2.0	2.6	20.3	-3.5	7.0
O=C1/C(=C/c2c[nH]c3ccccc23)CCC/C1=C\c1c[nH]c2ccccc12	-18.6	11.1	-30.6	0.5	6.0	2.7	-3.1	14.5	-3.0
Cc1c(NC(=O)COC(=O)C2CC3C=CC2C3)c(=O)n(-c2ccccc2)n1C (stereo not given)	1.7	7.3	7.2	-0.1	0.0	-0.5	-3.1	4.1	4.2
CCSc1nnc(NC(=O)c2cccc3ccccc23)s1	1.0	-4.8	-1.1	0.1	0.0	-0.2	24.9	-3.5	2.6
COc1cccc(Oc2nc(-c3ccncc3)nc3ccccc23)c1	3.5	-3.2	3.7	0.0	2.0	0.6	15.1	2.4	3.9
Cc1cccc(N(C(=O)C(F)(F)F)C(C(=O)NC2CCCCC2)c2cccs2)c1 (stereo not given)	-3.8	9.0	3.9	-0.1	0.0	0.6	18.4	1.1	3.6
CCc1ccccc1N(CC(=O)NCC1CCCO1)C(=O)CCC(=O)Nc1cc(C)on1 (stereo not given)	1.0	-3.0	8.0	-0.3	0.0	-0.2	0.5	-0.4	5.2
CC(C)n1c(NCc2ccccc2O)nc2ccccc21	2.7	-1.0	-2.4	0.1	0.0	1.8	0.7	0.1	-0.6
COc1ccc(CCNC(=O)c2nnn(-c3cc(C)cc(C)c3)c2N)cc1OC	4.3	1.2	-5.8	0.0	4.0	-1.6	-1.8	0.3	4.8

(further entries)
Compound	GLD-1 RNA inh	Fam108B counter	MCL1-BIM inh	Efflux pump mplx	GRK2 aptamer HTS	MEX-5 binding	VLA-4 inh	PME-1 inh	Bcl-xL primary
Cc1noc(C)c1COc1cccc(C(=O)Nc2cccnc2)c1	10.2	-0.2	-10.7	-0.1	4.0	0.5	-3.2	-1.7	1.7
COCCn1c(SCC(=O)NC(=O)Cc2ccccc2)nc2ccccc2c1=O	5.0	x	3.2	-0.4	2.0	x	-0.8	0.7	0.3
CCCc1cc(C(=O)O)c2ccccc2n1	-2.4	2.6	-1.4	-0.4	0.0	0.2	-3.2	1.5	2.4
Nn1cc(-c2ccccc2)nc1SCC(=O)NC1CCS(=O)(=O)C1 (stereo not given)	4.1	1.6	-4.7	-0.1	4.0	-1.2	6.8	1.6	-2.8
CCCCc1nc(N2CCN(C(=O)c3ccco3)CC2)c(C#N)c2c1CCCC2	3.5	-0.7	-2.5	0.0	4.0	-1.2	13.8	5.6	2.4

Not all compounds are listed; rates above refer to the full screens.
